# Fam108B inh = Fam108B inhibition, counter-screen for RBBP9 inhibitors. recombinant Fam108B, FP-Rh probe fluorescence polarization. inhibition, % at 9.51 µM. 300,000 compounds, 0.33% hits. AID 1947;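 active = inhibition above the screen mean inhibition plus 3 SD, computed separately per campaign, cut at about 18% in these data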;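 note: inhibitors lower polarization as less probe binds the enzyme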
# PAFAH2 inh = PAFAH2 (human) inhibition; recombinant PAFAH2, FP-rhodamine activity probe, fluorescence polarization; AID 492956; 340,000 compounds, 0.99% hits; inhibition, % at 3.39 µM;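 active = inhibition above the mean over all tested compounds plus 3 SD, cut at about 30% in these data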;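 note: inhibitors block probe labeling of enzyme so polarization drops; 0% = enzyme with DMSO and 100% = wells lacking PAFAH2 protein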
# PAFAH1B3 inh = PAFAH1B3 (human) inhibition; recombinant PAFAH1B3, FP-rhodamine probe, fluorescence polarization; inhibition, % at 3.39 µM; 340,000 compounds, 0.28% hits; AID 492972;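 active = inhibition above the screen-wide average of all tested compounds plus 3 SD, cut at about 25% in these data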;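 note: 0% = enzyme with DMSO only and 100% = wells lacking PAFAH1B3 protein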
# Target sequence (Q15102 whole entry, looked up): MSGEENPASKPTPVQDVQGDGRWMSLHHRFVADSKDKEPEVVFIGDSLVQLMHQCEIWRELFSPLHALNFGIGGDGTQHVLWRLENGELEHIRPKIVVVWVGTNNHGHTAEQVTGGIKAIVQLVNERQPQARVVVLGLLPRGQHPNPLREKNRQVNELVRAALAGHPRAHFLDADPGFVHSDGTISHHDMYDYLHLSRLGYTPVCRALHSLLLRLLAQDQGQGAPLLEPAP
# PME-1 inh = PME-1 (human) inhibition | Q9Y570 | recombinant PME-1, FP-Rh probe fluorescence polarization | inhibition, % at 5.9 µM | 320,000 compounds, 0.53% hits | AID 2130;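 active = inhibition above the campaign mean of all compounds plus 3 SD, cut at about 26% in these data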;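 note: competitive labeling of PME-1 active site by serine hydrolase directed probe; 0% = PME-1 with DMSO and 100% = wells lacking PME-1 enzyme; inhibitors block probe labeling so polarization falls and inhibition rises; many of its hits are not listed in these tables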
# GSTO1 inh = GSTO1 inhibition, counter-screen for RBBP9 inhibitors. P78417. 300,000 compounds, 1.1% hits. inhibition, % at 5.96 µM. recombinant GSTO1, activity-based probe fluorescence polarization;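 active = inhibition above the campaign mean inhibition plus 3 SD, cut at about 35% in these data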;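 note: 0% = GSTO1-1 with DMSO and 100% = wells lacking GSTO1-1 enzyme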
# PAFAH1B2 inh = inhibitors of human PAFAH1B2. P68402. recombinant PAFAH1B2, FP-rhodamine activity probe, fluorescence polarization. inhibition, % at 3.39 µM. 340,000 compounds, 1.2% hits. AID 492953;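 active = inhibition above the mean of all tested compounds plus 3 SD, cut at about 24% in these data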;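 note: 0% = enzyme with DMSO and 100% = wells lacking PAFAH1B2; many of its hits are not listed in these tables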
# Target sequence (P68402 whole entry, looked up): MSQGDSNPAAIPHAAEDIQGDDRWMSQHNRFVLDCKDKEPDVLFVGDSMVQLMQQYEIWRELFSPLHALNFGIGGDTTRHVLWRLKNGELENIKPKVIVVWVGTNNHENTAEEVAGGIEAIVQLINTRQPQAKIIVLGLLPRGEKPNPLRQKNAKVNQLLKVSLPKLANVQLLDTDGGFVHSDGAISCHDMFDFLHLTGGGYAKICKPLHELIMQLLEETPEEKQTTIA
# pPAFAH FP inh = inhibitors of human plasma PAF acetylhydrolase (pPAFAH) | recombinant pPAFAH, FP-rhodamine probe fluorescence polarization | inhibition, % at 3.39 µM | 330,000 compounds, 1.5% hits;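 active = inhibition above the mean inhibition across the screen plus 3 SD, cut at about 25% in these data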;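 note: inhibitors block binding of the rhodamine activity-based probe so polarization drops; 0% = enzyme with DMSO and 100% = wells lacking pPAFAH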
# Target sequence (Q13093 whole entry, looked up): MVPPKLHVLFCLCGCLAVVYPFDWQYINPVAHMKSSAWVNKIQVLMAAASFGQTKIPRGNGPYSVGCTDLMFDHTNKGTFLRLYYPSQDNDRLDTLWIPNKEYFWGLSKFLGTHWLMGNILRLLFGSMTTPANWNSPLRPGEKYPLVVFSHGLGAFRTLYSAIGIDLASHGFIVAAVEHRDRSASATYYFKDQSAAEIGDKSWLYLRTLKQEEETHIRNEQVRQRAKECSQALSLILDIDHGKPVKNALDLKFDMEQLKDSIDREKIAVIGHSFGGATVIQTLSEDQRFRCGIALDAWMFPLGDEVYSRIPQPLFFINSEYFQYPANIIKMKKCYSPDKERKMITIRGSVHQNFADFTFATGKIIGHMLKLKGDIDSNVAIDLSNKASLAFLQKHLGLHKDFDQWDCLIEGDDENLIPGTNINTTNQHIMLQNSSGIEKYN
# LYPLA1 counter = LYPLA1 (human) inhibition in PME1 counter-screen; O75608; recombinant LYPLA1, FP-Rh probe fluorescence polarization; inhibition, % at 5.9 µM; 320,000 compounds, 0.16% hits; AID 2174;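 active = inhibition above the mean of all tested compounds plus 3 SD, set per campaign, cut at about 14% in these data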;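 note: inhibitors block serine hydrolase probe labeling of LYPLA1 so polarization falls; 0% = enzyme with DMSO and 100% = wells lacking LYPLA1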
# PAD4 inh = inhibitors of human PAD4 | Q9UM07 | 330,000 compounds, 0.41% hits | recombinant PAD4, RCA probe fluorescence polarization | inhibition, % at 6.36 µM;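 active = percent inhibition above a cutoff equal to the mean of all tested compounds plus 3 SD, cut at about 15% in these data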;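 note: 0% = PAD4 with RCA probe and DMSO and 100% = probe without PAD4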
# * = called active by the depositor; / = not tested or not shown.
SMILES,Fam108B inh,PAFAH2 inh,PAFAH1B3 inh,PME-1 inh,GSTO1 inh,PAFAH1B2 inh,pPAFAH FP inh,LYPLA1 counter,PAD4 inh
CCOc1ccc(S(=O)(=O)N(CCO)CCO)cc1-c1nc2c(C(C)(C)C)nn(C)c2c(=O)[nH]1,-1.6,3.7,8.2,-0.9,1.4,0.9,6.1,1.8,-5.2
CN(C)CCCN(C(=O)c1ccc2c(c1)CCCC2)c1nc2ccc(Cl)cc2s1,1.3,4.5,0.3,0.6,-1.7,-1.3,-2.8,-3.2,-2.8
CN(CC(=O)Nc1ccc(F)c(F)c1F)C(=O)c1nn(Cc2ccccc2)c(=O)c2ccccc12,/,-2.9,4.4,/,/,3.8,-2.1,/,5.7
O=C(CN(Cc1ccco1)C(=O)c1ccc(Cl)cc1)Nc1c(Cl)cc(Cl)cc1Cl,-1.0,3.4,-7.0,-6.7,-0.7,4.3,-4.4,-3.7,-2.5
NS(=O)(=O)c1ccc(NC(=O)COC(=O)c2ccc([N+](=O)[O-])s2)cc1,5.4,43.3*,29.9*,7.7,43.9*,12.4,33.3*,-1.3,-10.4
COC(=O)c1sc2nc3c(cc2c1N)COC(C)(C)C3,-4.0,6.6,4.1,0.8,2.2,1.1,-4.4,0.4,-6.8
Cc1cccn2c(=O)c3cc(S(=O)(=O)c4ccc(Br)cc4)c(=N)n(C4CCCC4)c3nc12,-3.0,1.2,6.5,-2.9,-1.1,0.4,3.9,2.7,-0.1
Cc1ccc(NC(=O)CCN2CCN(CCO)CC2)cc1Br,0.7,-4.9,10.4,-2.4,12.7,-2.6,4.2,-4.0,-2.3
O=c1c2ccccc2[nH]c(=S)n1CCN1CCN(Cc2ccccc2)CC1,-2.7,-8.3,-0.6,0.3,3.5,-2.3,-1.4,-6.1,-2.4
O=C(CN1CCOCC1)NCC12CC3CC(CC(C3)C1)C2,1.4,4.5,2.3,2.9,0.7,3.2,3.4,3.2,-2.0
CC(C)(O)[C@H](O)COc1c2occc2cc2ccc(=O)oc12,-0.4,-0.7,8.8,5.5,7.5,10.6,-0.1,1.4,-3.3
Nc1ncnc2nc(SCC(=O)Nc3cccc(C(F)(F)F)c3)[nH]c12,-4.5,11.2,1.6,6.2,0.3,2.7,1.2,4.9,-0.3
CC(=O)c1cccc(NC(=O)NCc2cccnc2)c1,-2.9,-6.0,5.3,2.0,2.4,0.3,1.3,2.1,-7.6
O=C(CSc1nnc(-c2cccs2)n1-c1ccccc1)NCc1ccc2c(c1)OCO2,-0.6,4.8,-5.5,-1.6,-5.5,9.0,3.9,0.6,3.8
COC(=O)c1c(NC(=O)CC2SC(N)=NC2=O)sc2c1CCC(C)C2 (centres undefined),-0.4,10.3,1.8,-6.2,-1.7,11.1,8.1,0.4,-1.0
Nc1ccc(C(=O)N2CCCC2)cc1CS(=O)(=O)c1ccc(Cl)cc1,0.2,5.2,1.8,0.9,-1.0,-1.4,4.2,-4.2,4.4
Cn1c(SCC(=O)NCc2ccc3c(c2)OCO3)nnc1-c1cc2ccccc2cc1O,1.6,-0.3,3.4,-1.5,9.5,-0.8,0.2,0.5,-1.7
COc1cc2c(cc1NC(=O)C(C)N1CCN(S(=O)(=O)c3ccc(C)c(C)c3)CC1)oc1ccccc12 (centres undefined),1.0,1.4,11.7,-1.2,-4.8,0.5,0.6,-0.2,2.3
O=C(O)c1cc(-c2ccccc2)nc(-c2ccccc2)c1,/,-3.3,8.2,-7.2,/,6.1,-2.1,-1.4,-3.9
O=C(NN=C1CCCC1)c1cc(O)cc(O)c1,1.8,11.6,4.8,-4.7,10.7,4.5,13.9,-8.8,2.5
O=C1CC[C@@H](CN(Cc2ccccn2)Cc2nc(-c3ccc(C(F)(F)F)cc3)no2)N1,-2.4,-4.0,2.4,4.3,4.5,5.5,3.0,2.4,-0.8
CCOc1ccc(CN(Cc2ccco2)C(c2cccs2)c2nnnn2C(C)(C)C)cc1 (centres undefined),-9.7,-4.0,12.2,-10.7,-3.0,-6.0,-10.2,-5.3,-2.8
CC(=N\Nc1ccccc1)/C(=N/O)C(=O)Nc1ccccc1,2.1,2.3,-1.7,3.7,-1.0,0.3,4.2,0.6,0.1
Cc1cc(=O)n2nc(N3CCCC(C(=O)NCCC4=CCCCC4)C3)sc2n1 (centres undefined),1.3,-0.5,2.9,-7.6,19.2,2.7,0.6,0.1,3.4
CC(=O)N(CCC(Cc1ccccc1)c1ccco1)Cc1ccco1 (centres undefined),0.6,6.0,5.3,1.8,0.5,10.4,14.8,-4.6,-0.9
CC(C)(C)n1nc(-c2ccc(F)cc2)c2c(N)ncnc21,4.2,-4.7,4.1,5.7,4.8,1.1,5.6,0.9,1.0
COCCCN(C(=O)CCOc1ccc(C)cc1)c1c(N)n(Cc2ccccc2)c(=O)[nH]c1=O,-0.3,-3.7,-0.3,7.5,-1.0,2.4,-1.4,-0.1,0.6
CCCCn1c(SCC(=O)Nc2sc3c(c2C(N)=O)CCC3)nnc1-c1ccccc1,3.1,-1.4,2.8,-2.4,1.2,21.4,5.7,1.2,-3.2
O=C(O)CCc1ccc(-c2cccs2)n1Cc1ccco1,2.1,2.7,5.6,1.3,8.8,8.4,19.1,8.6,-3.9
Cc1nc([N+](=O)[O-])c(N2CCN(Cc3ccccc3)CC2)n1Cc1ccccc1,-0.1,-14.0,-8.3,5.8,0.7,-0.7,0.2,32.9*,1.2
O=C(CSc1nc2ccccc2c(=O)n1Cc1ccccc1)NCc1ccco1,-1.3,1.5,6.7,-1.1,1.7,7.1,-0.7,-0.3,1.4
CCOC(=O)c1nnn(-c2nonc2N)c1COc1ccc(F)cc1,-2.2,4.0,-6.0,-0.1,-4.0,1.7,0.9,0.4,-0.1
O=C1CC(c2ccccc2)CC(O)=C1C=NCc1ccncc1 (centres undefined),4.2,4.9,-6.0,2.5,3.5,8.6,2.8,0.0,-7.8
O=C(O)C1CC(=O)N(c2ccc(F)c(F)c2)C1 (centres undefined),3.4,-2.3,-4.8,6.7,2.2,5.4,-3.0,-0.6,-3.4
Cc1cc(C(=O)N2CCN(c3ccccc3O)CC2)c(C)o1,2.9,2.3,5.8,0.0,0.6,2.6,8.8,-2.7,-2.6
Cc1cccc2sc(N(CCCN(C)C)C(=O)CCc3ccccc3)nc12,0.6,-7.0,5.7,6.4,-0.4,2.4,2.5,-6.0,-1.4
Cc1nc(-c2cccc(NC(=O)C3CCCCC3)c2)cs1,-3.5,-4.8,4.2,6.7,-5.5,3.8,3.3,-0.5,-1.3
CS(=O)(=O)N1CCN(c2ccc(NC(=S)NC(=O)c3ccccc3[N+](=O)[O-])cc2)CC1,-3.3,-0.7,1.4,3.0,6.7,3.9,1.4,0.7,-2.4
CN(Cc1ccc2nonc2c1)Cc1nc(Cc2cccc(F)c2)no1,-2.2,0.3,5.8,-7.1,-3.2,1.8,-2.8,1.2,-1.1
Cc1cc(C(=O)NNC(=O)COc2ccccc2Cl)n[nH]1,-2.9,-1.4,3.5,1.3,4.1,6.1,2.8,0.7,-0.2
Nc1nonc1-n1nnc(C(=O)N/N=C/c2ccc(Cl)cc2Cl)c1CN1CCCC1,-1.8,8.3,4.6,-5.5,-2.7,2.0,-1.1,-0.1,-0.2
COC(=O)c1ccc(/C=N/Nc2nc(-c3ccccc3)cs2)cc1,5.5,-3.6,8.5,4.5,7.0,2.4,3.6,3.8,-4.6
Brc1ccc(OCc2nnc3n2CCC3)cc1,4.2,3.1,-3.7,-2.1,0.2,2.5,1.9,-0.5,0.4
Cc1ccc(OC(=O)c2cccc(S(=O)(=O)N(C)C)c2)c(-n2nc3ccccc3n2)c1,5.0,-5.0,4.8,-3.2,14.6,8.5,3.9,-1.0,0.3
C=CCn1c(Cc2ccc(OC)cc2)nnc1SCc1nc2ccccc2c(=O)[nH]1,5.6,-2.6,7.8,3.1,4.2,0.1,-1.7,3.0,0.8
O=C(Nc1ccnn1C1CCN(CC2CC=CCC2)CC1)c1ccccc1Cl (centres undefined),3.2,0.2,8.1,0.4,2.6,1.0,4.3,-3.4,-3.7
COc1ccc(CNC(=O)COC(=O)C(CCSC)NC(=O)c2ccco2)cc1OC (centres undefined),/,-3.2,5.9,1.2,/,-1.8,6.8,1.7,-1.5
CC1(c2ccccc2)NC(=O)N(CC(=O)N2CCN(S(=O)(=O)c3ccccc3[N+](=O)[O-])CC2)C1=O (centres undefined),-1.1,1.1,-0.5,-0.5,1.5,1.6,0.1,0.6,0.9
OCCN1CCN(CC/C=C2/c3ccccc3Sc3ccc(Cl)cc32)CC1,-4.3,-0.5,-2.0,-0.1,-1.2,2.9,12.2,-1.0,-5.3
O=C(CCS(=O)(=O)Cc1ccccc1)N1CCc2ccccc2C1,9.3,13.0,12.0,-3.8,10.0,11.3,16.0,0.4,4.6
O=C(CSc1nc2ccccc2[nH]1)NC1CCS(=O)(=O)C1 (centres undefined),0.2,-5.9,6.9,-5.1,4.1,-4.0,4.3,2.7,-2.4
CCCCCN(C(=O)CCC(=O)OCc1cccc(Cl)c1)c1c(N)n(CCCC)c(=O)[nH]c1=O,-0.7,-0.7,5.3,-1.5,11.5,0.6,4.7,1.8,3.5
CN(C)S(=O)(=O)Oc1ccc(Cl)cc1C(=O)Nc1ccc(F)cc1F,-2.5,-2.4,4.4,-4.7,-13.2,-0.1,5.6,1.9,-3.4
COc1cc(CNn2cn[nH]c2=S)ccc1OCC(=O)NC(C)(C)C,4.4,-26.9,7.4,3.0,3.2,-0.8,2.9,-0.5,-5.8
Cc1ccc(NC(=O)CSc2nc(=O)n(CCCN3CCOCC3)c3c2CCCC3)cc1,-0.1,2.6,-0.9,0.8,4.1,2.6,3.1,0.5,-3.8
CCOc1ccc2nc(N(CCN(CC)CC)C(=O)c3cccc([N+](=O)[O-])c3)sc2c1,-0.6,2.7,-0.3,3.3,-0.6,0.1,2.8,0.1,-2.7
CC(C)C(=O)Nc1nnc(CCc2nnc(NC(=O)C(C)C)s2)s1,-3.1,-1.5,-0.9,0.1,-3.5,-1.5,5.5,2.5,-2.4
COCCNS(=O)(=O)c1ccc2c(c1)Cc1cc(S(=O)(=O)NCCOC)ccc1-2,-4.1,-5.3,3.1,-2.6,-6.2,5.0,3.2,0.9,-5.8
C[N+](C)(C)CCCCCCCCCC[N+](C)(C)C,-4.8,0.9,6.0,-1.7,4.8,-4.5,1.4,-1.4,-2.1
COc1cccc(S(=O)(=O)Nc2cccc(C(=O)N3CCOCC3)c2)c1,-0.1,-4.2,-7.0,-0.1,2.0,-2.6,-6.8,-1.6,-5.0
COc1ccc(C(=O)N2CCNC(=O)C2)cc1S(=O)(=O)Nc1ccc(Br)cc1,/,0.1,1.7,3.6,/,6.4,34.0*,-4.5,-6.4
Cc1ccc(N2C(=O)N3[C@H](c4ccc(F)cc4)[C@@H]4C(=O)N(C5CCCCC5)C(=O)[C@@H]4[C@]3(C)C2=O)cc1,1.0,-4.3,7.2,-0.1,9.9,2.2,0.6,-3.8,1.5
CN1CCN(c2ccc(CNC(=O)c3cc4ccccc4o3)cc2)CC1,0.9,5.0,-1.6,4.0,5.0,1.5,6.3,0.6,-1.0

# High-throughput results as filed in PubChem BioAssay.

# This is a subset, so the mix of outcomes need not match the whole.
